Screening results from PubChem.
p-CIP stab down: p/CIP protein destabilization; decrease of EGFP signal, % at 10 µM; AID 1984; F442A p/CIP-EGFP cells, EGFP fluorescence, 16 h; Q05BA5; 0.01% of 290,000 active;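 active = EGFP signal decrease of at least 30% at 10 µM or well 3 SD below plate mean, unless failing retest; inactive = the rest, including hits failing retest or dose response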; note: some compounds called inactive have numbers as strong as hits; many of its hits are not listed in these tables
IDE act: activators of human insulin-degrading enzyme in cells. activation, % at 5.96 µM. HEK cells, FAbeta-B cleavage, fluorescence polarization; 0% vehicle, 100% cell-free pure enzyme wells. P14735. 0.073% of 340,000 active;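 active = activation above the mean of all tested compounds plus 3 SD, set per screening campaign, cut at about 17% in these data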
NALP1 inh: inhibitors of NALP1 inflammasome in yeast. S. cerevisiae NALP1/ASC/caspase-1 growth, X-gal OD620, 72 h. inhibition, % at 10 µM. 0.61% of 280,000 active; in the data active = inhibition mostly above about 24%, no sharp cut-off; inactive = mostly below about 32%; note: some compounds called inactive have numbers as strong as hits
GPR7 antagonist: human neuropeptides B/W receptor 1 antagonism; inhibition, % at 4.4 µM; P48145; GPR7-expressing cells, fluorescence antagonist assay; 1.1% of 290,000 active; in the data active = inhibition above about 16%, passing the limit was not always enough;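 note: cells stimulated with the agonist NPW; 0% = agonist with vehicle and 100% = vehicle without agonist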
Target sequence (P48145 whole entry, looked up): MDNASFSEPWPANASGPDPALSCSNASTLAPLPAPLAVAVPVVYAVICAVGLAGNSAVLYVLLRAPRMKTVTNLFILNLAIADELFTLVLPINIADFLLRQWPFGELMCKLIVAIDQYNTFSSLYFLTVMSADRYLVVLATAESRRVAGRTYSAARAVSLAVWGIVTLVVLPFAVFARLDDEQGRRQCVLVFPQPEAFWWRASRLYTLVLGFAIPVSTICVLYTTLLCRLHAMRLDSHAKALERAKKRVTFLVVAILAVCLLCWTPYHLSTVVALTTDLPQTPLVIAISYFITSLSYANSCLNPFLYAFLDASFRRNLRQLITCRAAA
PHOSPHO1 inh: PHOSPHO1 (human) inhibition | recombinant PHOSPHO1, absorbance phosphatase assay | inhibition, % at 13.3 µM | 1.1% of 290,000 active; in the data active = inhibition above about 60%
Target sequence (Q8TCT1 whole entry, looked up): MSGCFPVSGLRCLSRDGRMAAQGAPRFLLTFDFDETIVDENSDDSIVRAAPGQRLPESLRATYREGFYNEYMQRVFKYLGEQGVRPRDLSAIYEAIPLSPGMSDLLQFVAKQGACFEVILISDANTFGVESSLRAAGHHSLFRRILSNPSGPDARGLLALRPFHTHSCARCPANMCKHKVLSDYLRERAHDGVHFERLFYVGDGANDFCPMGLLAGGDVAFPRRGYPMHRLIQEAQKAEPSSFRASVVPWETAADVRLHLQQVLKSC
M18AAP inhibitor: blocks P. falciparum M18 aspartyl aminopeptidase; recombinant PfM18AAP, H-Glu-NHMec fluorogenic cleavage; inhibition, % at 7.35 µM; 1.2% of 290,000 active;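 active = inhibition above the campaign mean inhibition over all tested compounds plus 3 SD, cut at about 28% in these data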;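 note: 0% = plate median of test compound wells and 100% = 2 mM ZnCl2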
IDE inh: inhibitors of human insulin-degrading enzyme in cells; P14735; HEK cells, FAbetaB cleavage, fluorescence polarization; inhibition, % at 5.59 µM; 0.41% of 320,000 active; AID 434962;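 active = percent inhibition above the average of all tested compounds plus 3 SD, set per screening campaign, cut at about 16% in these data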;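 note: IDE supplied by intact live HEK cells; FP after avidin binding of uncleaved biotin substrate so inhibition keeps polarization high; 0% = DMSO wells and 100% = 60 µM reference IDE inhibitor Ii1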
VIM-2 inhibitor: inhibitors of Pseudomonas aeruginosa VIM-2 metallo-beta-lactamase; purified VIM-2, nitrocefin hydrolysis, epi-absorbance fluorescence; 0.89% of 290,000 active; AID 1527; inhibition, % at 5.6 µM;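 active = inhibition above the mean of all tested compounds plus 3 SD, cutoff set per screening run, cut at about 7.5% in these data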;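 note: red hydrolysis product quenches plate fluorescence so inhibitors raise well fluorescence; 0% = enzyme with DMSO and 100% = DMSO without enzyme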
IMP-1 inh: inhibitors of Pseudomonas aeruginosa IMP-1 metallo-beta-lactamase. purified IMP-1, nitrocefin hydrolysis, epi-absorbance fluorescence. inhibition, % at 5.6 µM. 0.45% of 290,000 active;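 active = inhibition above the mean plus 3 SD of all compounds in the same screening run, cut at about 4.5% in these data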;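 note: 0% = IMP-1 with DMSO and 100% = DMSO wells lacking enzyme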
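System: purified IMP-1 / Input: IMP-1 dispensed at 0.2 nM / Medium: 50 mM HEPES pH 7.1, 50 µM ZnSO4, 0.05% Brij 35 / Timing: 15 min enzyme–compound preincubation, then 25 min nitrocefin reaction, 25 °C / Technique: plate fluorescence quenching by hydrolysis product, ex 480/em 530 nm / Repeats: singlicate testing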
Starred values were filed as active, the others as inactive; x = no result given.

no. | mol | p-CIP stab down | IDE act | NALP1 inh | GPR7 antagonist | PHOSPHO1 inh | M18AAP inhibitor | IDE inh | VIM-2 inhibitor | IMP-1 inh
1 | CCOC(=O)C1(CCc2ccccc2)CCN(C(=O)c2cnc(C)cn2)CC1 | -12 | 1 | -7 | -6 | 40 | -6 | 2 | -2.4 | -2.6
2 | COc1ccc(C(CCN2CCOCC2)c2c(OC)cc(OC)c3c(C)cc(=O)oc23)cc1 (centres undefined) | -5 | 2 | -38 | x | 40 | x | -5 | x | x
3 | COc1cc(C(C(=O)NCc2ccccc2)N(C(=O)c2snc(C(N)=O)c2N)C2CCCC2)cc(OC)c1OC (centres undefined) | -16 | -3 | -3 | -10 | 40 | 4 | -3 | -2.3 | -2.0
4 | COc1ccc(N2C(=O)C(CC(N)=O)N(NC(=O)c3cccc(OC)c3)C2=S)cc1 (centres undefined) | 1 | -2 | 9 | -7 | -2 | 14 | -2 | -2.0 | -2.9
5 | O=C(/C=C/c1ccccc1)NC(NC(=S)Nc1ccc(Cl)cc1)C(Cl)(Cl)Cl (centres undefined) | 2 | 6 | 0 | 3 | 6 | 3 | -3 | -1.5 | -1.6
6 | CCC1=NN(C(=O)CCc2ccc3c(c2)OCO3)C(O)(C(F)(F)F)C1 (centres undefined) | -13 | 3 | -8 | -10 | 20 | -9 | -1 | -0.3 | -0.9
7 | O=C(c1cc(-c2ccncc2)nc2ccccc12)N1CCN(S(=O)(=O)/C=C/c2ccccc2)CC1 | -6 | -19 | 9 | -19 | 11 | 4 | 11 | -2.7 | -2.6
8 | O=C(Nc1ccccc1C(=O)N1CCOCC1)c1noc2c1CCCC2 | -2 | 2 | 30 | -2 | 0 | -10 | -6 | -1.2 | -3.6
9 | O=C1CC(NNC(=O)c2ccc(Br)cc2)C(=O)N1 (centres undefined) | -6 | -4 | 32 | -8 | 16 | -3 | 2 | -2.6 | -1.9
10 | CC(C)CNC(=O)CC(=O)N/N=C/c1ccc(Br)cc1 | 5 | 0 | 7 | -12 | -3 | 4 | 2 | -1.8 | -3.6
11 | CCOc1ccccc1NC(=O)CCNS(=O)(=O)c1cccc2nonc12 | 5 | -1 | 3 | -9 | 22 | -6 | 4 | -3.1 | -5.6
12 | Cc1ccc2c(c1)C(N1CCCC1=O)CC(c1ccco1)N2 (centres undefined) | 7 | 0 | -5 | 31* | 76* | -12 | 2 | -0.7 | -2.4
13 | CC(C)(C)c1cc(C(=O)Nc2ccc(F)cc2)n(Cc2ccc(F)cc2)n1 | -1 | x | x | 23* | 8 | 15 | -5 | 0.5 | -0.4
14 | COc1ccc(-c2noc(N3CCC(C(=O)N4CCN(c5ccccn5)CC4)CC3)n2)cc1 | -1 | -2 | 3 | 18 | -1 | -3 | -5 | 0.2 | -1.2
15 | Cc1cc(=O)oc2cc(OC(=O)c3ccco3)ccc12 | -12 | 0 | 1 | -7 | 40 | 2 | x | -1.1 | -1.0
16 | Nc1ncncc1-c1ccc(Cl)cc1 | -3 | 3 | x | -9 | 27 | -5 | 6 | -3.4 | -2.2
17 | CC(C)Oc1cccc(C(=O)NC(=S)N2CCN(c3ccc(C(F)(F)F)cc3[N+](=O)[O-])CC2)c1 | -2 | 8 | 17 | 3 | -1 | -1 | -4 | -2.4 | -3.7
18 | CC(C)(C)c1ccc(/C=C/C(=O)O)s1 | 8 | -3 | 8 | -3 | 1 | -3 | 1 | -4.2 | -2.9
19 | Cc1cc(C)cc(C(=O)NC2C(=O)N3C(C(=O)O)=C(CSc4nnc(C)s4)CSC23)c1 (centres undefined) | 8 | -3 | -9 | -8 | -23 | 20 | 3 | -0.1 | -1.4
20 | CCC(=O)Nc1ncc2c(n1)CC(c1ccco1)CC2=O (centres undefined) | -3 | 5 | 5 | -7 | -10 | -1 | -2 | -0.7 | -2.3
21 | Cc1ccccc1-n1c(SCC(=O)c2cc(C)n(C)c2C)nnc1-c1cccnc1 | -7 | -17 | -8 | -7 | 86* | 7 | 7 | -6.0 | -4.1
22 | CCCc1nc(SCC(=O)N2CCN(c3ccccc3)CC2)c2c(=O)n(C)c(=O)n(C)c2n1 | 5 | 2 | -53 | -4 | -10 | -5 | 1 | -3.0 | 2.0
23 | CCOC(=O)Nc1cccc2ccccc12 | -8 | -1 | 11 | 0 | -13 | 2 | 4 | 2.1 | -0.6
24 | CN1C(=O)C(CC(=O)NCCc2ccccc2)N(NC(=O)c2ccc(Cl)cc2)C1=S (centres undefined) | -13 | 0 | 21 | -17 | 12 | 11 | 3 | -3.8 | -4.8
25 | CCOc1cccc(-c2cc(C(=O)N3N=C(C)CC3(O)C(F)F)c3ccccc3n2)c1 (centres undefined) | 15 | 7 | 32 | -9 | -26 | 3 | -6 | -1.0 | -0.8

Records 23 to 25, reprinted for reference:
no. | mol | p-CIP stab down | IDE act | NALP1 inh | GPR7 antagonist | PHOSPHO1 inh | M18AAP inhibitor | IDE inh | VIM-2 inhibitor | IMP-1 inh
23 | CCOC(=O)Nc1cccc2ccccc12 | -8 | -1 | 11 | 0 | -13 | 2 | 4 | 2.1 | -0.6
24 | CN1C(=O)C(CC(=O)NCCc2ccccc2)N(NC(=O)c2ccc(Cl)cc2)C1=S (centres undefined) | -13 | 0 | 21 | -17 | 12 | 11 | 3 | -3.8 | -4.8
25 | CCOc1cccc(-c2cc(C(=O)N3N=C(C)CC3(O)C(F)F)c3ccccc3n2)c1 (centres undefined) | 15 | 7 | 32 | -9 | -26 | 3 | -6 | -1.0 | -0.8

(further entries)
no. | mol | p-CIP stab down | IDE act | NALP1 inh | GPR7 antagonist | PHOSPHO1 inh | M18AAP inhibitor | IDE inh | VIM-2 inhibitor | IMP-1 inh
26 | COc1cccc(C2CCCN2Cc2nc(-c3sccc3C)oc2C)c1 (centres undefined) | -2 | 5 | 3 | -14 | 12 | 1 | -4 | -0.8 | -2.9
27 | O=C(C1=C(O)C(=O)N(CCN2CCOCC2)C1c1ccc(Cl)cc1)c1cc2ccccc2o1 (centres undefined) | -2 | -4 | 17 | -2 | 45 | 11 | -1 | -2.0 | -0.2
28 | CN(C)CCOC(=O)c1ccc2c(c1)S(=O)(=O)c1ccccc1C2=O | -16 | 8 | x | -9 | 6 | 4 | 10 | 1.0 | -1.4
29 | CCN1CCN(c2nc3c(c(=O)n(C)c(=O)n3C)n2CCSc2ncccn2)CC1 | 3 | 1 | 6 | -4 | 16 | -4 | -6 | -0.7 | -2.1
30 | COc1ccc(OC)c(C(=O)Cn2cnc3ccccc3c2=O)c1 | -8 | 7 | 11 | 1 | 36 | 1 | 0 | -2.8 | -2.8
31 | CCC(=O)N(Cc1cc(=O)[nH]c2ccccc12)c1ccccc1OC | -14 | -3 | 15 | 5 | 14 | -3 | 1 | 0.0 | -1.4
32 | COc1cccc(NC(=O)C2CCCCC2)c1 | -18 | 10 | -54 | 6 | 2 | -9 | 3 | 0.1 | -1.5
33 | CC(C)(C)c1ccc(C(=O)Nc2ccc([N+](=O)[O-])cn2)cc1 | 10 | 1 | 21 | -16 | -5 | -6 | 3 | -1.6 | -2.3
34 | CCOc1cc(-c2nc3ccccc3s2)ccc1O | -16 | 0 | 14 | -13 | 36 | 5 | -6 | -1.2 | -2.3
35 | N#C/C(=C/c1cccc([N+](=O)[O-])c1)C(=O)Nc1ccccc1O | 0 | 3 | x | -8 | 37 | 5 | -1 | -2.3 | -0.9
36 | COc1ccc2ccccc2c1CNC(C)CCc1ccccc1 (centres undefined) | 1 | 6 | 20 | 12 | 34 | -2 | -1 | -2.4 | -1.2
37 | Cn1c(CSc2nc3ccccc3n2C)nc2ccccc21 | 1 | 1 | 18 | 3 | 10 | -5 | -4 | -0.3 | -1.5
38 | N#C/C(=C\c1ccc(OCc2ccc(C(=O)O)cc2)cc1)C(=O)N1CCOCC1 | -8 | 1 | 22 | -9 | 5 | -4 | 0 | -3.8 | 0.9
39 | CSc1cccc(-n2ccc(=O)c(C)c2C)c1 | -1 | 0 | 3 | -5 | 38 | 2 | 5 | -3.7 | -2.9
40 | O=c1[nH]c2ccccc2cc1CN(CC1CCCO1)S(=O)(=O)c1ccc(Cl)cc1 (centres undefined) | 11 | 3 | 0 | -8 | -7 | 2 | 3 | -0.4 | -1.6
41 | Cc1cc(/C(N)=N/OC(=O)c2cccc(Cl)c2)no1 | -9 | x | 18 | -3 | 40 | 3 | 6 | -2.4 | -2.8
42 | CCC(Oc1ccccc1)C(=O)Nc1ccccc1N1CCCC1 (centres undefined) | 1 | 6 | 1 | -13 | -15 | 12 | 2 | -1.9 | -2.7
43 | CCCNS(=O)(=O)c1cccn1-c1ncc(C(F)(F)F)cc1Cl | -7 | 2 | -2 | -3 | -4 | 5 | 6 | -4.0 | -4.3
44 | COc1ccc2nc(Nc3sc4c(c3C(N)=O)CCCC4)sc2c1 | -3 | -13 | 12 | 0 | -35 | 42* | 20* | -2.0 | -2.6
45 | Cc1cccc(N2CCN(C(=S)Nc3ccc4nc(N5CCOCC5)cc(C)c4c3)CC2C)c1 (centres undefined) | -1 | 0 | 21 | -3 | 39 | -3 | 6 | 0.1 | 0.4
46 | Cc1cc(N2CCN(c3ccc([N+](=O)[O-])c4cccnc34)CC2)c2ccccc2n1 | 1 | -2 | 16 | -7 | -2 | 0 | 2 | -2.8 | -1.0
47 | CCOC(=O)c1cn(C2CC2)c2c(F)c(F)c(F)cc2c1=O | 10 | 0 | 4 | -13 | 30 | 0 | 1 | -1.0 | -1.0
48 | Cc1ccc(Cl)cc1N1CCN(S(=O)(=O)c2ccc3c(c2)OCCO3)CC1 | 0 | 2 | 17 | 5 | 12 | 6 | -1 | -1.2 | -4.5
49 | Cn1cccc1/C=N/NC(=O)Cn1cnc2ccccc21 | -10 | 2 | 4 | -5 | 0 | 11 | -6 | -1.6 | -3.4
50 | CCOC(=O)C(Cc1ccc(O)cc1)NC(=O)CNC(=O)C(CC(C)C)NC(=O)OC(C)(C)C (centres undefined) | -15 | -4 | 0 | -4 | -11 | -14 | -1 | -0.3 | -5.3
51 | Cc1ccccc1C(=O)Nc1cccc(-c2nnc(SCC(=O)O)n2C)c1 | 0 | 2 | 10 | -9 | 29 | 3 | -1 | -1.5 | -4.4
52 | COC(=O)c1ccc(CSc2nnnn2-c2ccccc2)o1 | -4 | 3 | 0 | 12 | -1 | -2 | 0 | 1.4 | 1.1
53 | Cc1c(C(=O)N2CCN(S(C)(=O)=O)CC2)oc2ccccc12 | -9 | 1 | 5 | -3 | -17 | 1 | 1 | -2.1 | -3.8
54 | CCCNC(=O)CNC(=S)N(Cc1cc(OC)c(OC)c(OC)c1)C1CCCC1 | 13 | 2 | 21 | 3 | -11 | 0 | 2 | -0.9 | -1.2
55 | C#CCSc1nc(C)cc(C(=O)OCC)c1C#N | 1 | -3 | -1 | -11 | 8 | -9 | 5 | -0.9 | -2.4
56 | CC(C)c1ccc(N2C(=O)C3C4C=CC(CC4)C3C2=O)cc1 (centres undefined) | -5 | 2 | 13 | -7 | 36 | 2 | -2 | -1.3 | 0.4
57 | O=C(Nc1cccc(-c2ccc(F)cc2)c1)C1CCCN(C(=O)c2cscn2)C1 (centres undefined) | -6 | 6 | 5 | -7 | 15 | -8 | -6 | -0.9 | -0.5
58 | COc1ccc(CC2(CO)CCN(Cc3ccc4nsnc4c3)CC2)cc1 | -8 | 2 | 16 | -8 | 35 | 3 | 5 | -2.5 | -3.5
59 | COc1ccc(NC(=O)CC2C(=O)N(Cc3ccccc3)C(=S)N2CCN2CCOCC2)cc1 (centres undefined) | -6 | 0 | -4 | 4 | 20 | 2 | 0 | -6.1 | -2.7
